HTR2A ag: agonists of mouse serotonin 5-HT2A receptor (HTR2A). P35363. CHO-K1 mHTR2A beta-arrestin complementation, luminescence; percent of 30 µM serotonin response. activation, % at 7.6 µM. 0.66% of 360,000 active. AID 624169;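 active = activation above a run cutoff, the mean activation of all tested compounds plus 3 SD, cut at about 14% in these data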;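 also: 0% = plate median of compound wells and 100% = 30 µM serotonin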
SRC2 inh: human SRC2 (NCOA2) inhibition; Q15596; HEK293 GAL4-SRC2 luciferase reporter, luminescence; inhibition, % at 9 µM; 0.17% of 370,000 active;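 active = inhibition above the mean inhibition of all tested compounds plus 3 SD, set per campaign, cut at about 52% in these data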;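 also: 0% = DMSO treated cells and 100% = cells given Gossypol at 36 µM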
Glyco luc inh: blocks N-linked glycosylation in D54 reporter cells. 0.23% of 360,000 active. D54 ERlucT glycosylation luciferase reporter, 24 h; percent of 100 nM tunicamycin response. reporter increase, % at 12.5 µM;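 active = mean luciferase reporter signal, scaled so untreated is 0 and the glycosylation-blocking control 100, at or above a set limit in every replicate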;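 also: luciferase carries N-glycosylation sites so blocking glycosylation raises the light; 0% = median of neutral control wells and 100% = median of 100 nM tunicamycin wells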
MC4R ag barr: activates human MC4R beta-arrestin recruitment; P32245; 0.98% of 360,000 active; AID 540308; U2OS MC4R beta-arrestin complementation, luminescence; percent of melanotan II response, DMSO zero; activation, % at 8.9 µM;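 active = activation above a per-plate cutoff, the mean activation of sample wells on that plate plus 3 SD, cut at about 8% in these data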
MC4R antag cAMP: human MC4R antagonism in cAMP assay | AID 540295 | inhibition, % at 6.5 µM | 0.48% of 360,000 active | MC4R-expressing cells, MTII-stimulated cAMP, LANCE TR-FRET;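 active = inhibition above its plate's cutoff, the mean of tested wells on that plate plus 3 SD, cut at about 29% in these data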;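 also: 0% = Melanotan II alone and 100% = Melanotan II plus saturating MCL0020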
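Material: U2OS-MC4R stable cell line | Reagent: Melanotan II challenge after compound preincubation | Doses: One concentration, 6.5 µM nominal | Incubation: 30-min compound preincubation, 1-h Melanotan II challenge, 1-h detection, room temperature | Signal: TR-FRET cAMP assay | Replicates: One well per compound, no replicates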
ABCB6 inh 2: human ABCB6 transporter inhibition. Q9NP58. K562-ABCB6 porphyrin accumulation, flow cytometry, 1 h; active compounds read low. fluorescence ratio to DMSO, % at 10 µM. 0.19% of 360,000 active. AID 602162;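 active = fluorescence ratio to DMSO below 75%, the collection mean minus 3 SD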;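 also: signal is porphyrin accumulated inside mitochondria; 100% equals median channel fluorescence of DMSO control wells; lower ratio means ABCB6 inhibition with less porphyrin fluorescence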
ABHD5 PLIN5 PPI: blocks binding of human ABHD5 to perilipin-5; Q00G26+Q8WTS1; Split G. princeps luciferase complementation, luminescence, 4 h; inhibition, % at 4 µM; 0.78% of 360,000 active; AID 602281;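 active = inhibition above the mean inhibition across every tested compound plus 3 SD, cut at about 22% in these data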;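 also: 0% = DMSO only wells and the 100% control is not disclosed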
Target sequence (Q00G26 whole entry, looked up): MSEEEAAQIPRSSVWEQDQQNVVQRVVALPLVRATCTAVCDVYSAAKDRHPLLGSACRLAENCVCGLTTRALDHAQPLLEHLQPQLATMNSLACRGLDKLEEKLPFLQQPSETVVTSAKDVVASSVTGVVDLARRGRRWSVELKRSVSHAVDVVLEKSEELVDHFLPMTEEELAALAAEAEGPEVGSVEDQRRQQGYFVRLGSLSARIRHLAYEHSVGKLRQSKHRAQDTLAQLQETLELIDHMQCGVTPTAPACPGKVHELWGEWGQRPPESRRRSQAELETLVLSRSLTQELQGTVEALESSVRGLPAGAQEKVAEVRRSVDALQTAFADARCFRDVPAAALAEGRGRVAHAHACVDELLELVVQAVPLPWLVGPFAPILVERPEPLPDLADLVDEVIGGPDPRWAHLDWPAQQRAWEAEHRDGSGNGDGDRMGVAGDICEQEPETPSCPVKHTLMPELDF
Target sequence (Q8WTS1 whole entry, looked up): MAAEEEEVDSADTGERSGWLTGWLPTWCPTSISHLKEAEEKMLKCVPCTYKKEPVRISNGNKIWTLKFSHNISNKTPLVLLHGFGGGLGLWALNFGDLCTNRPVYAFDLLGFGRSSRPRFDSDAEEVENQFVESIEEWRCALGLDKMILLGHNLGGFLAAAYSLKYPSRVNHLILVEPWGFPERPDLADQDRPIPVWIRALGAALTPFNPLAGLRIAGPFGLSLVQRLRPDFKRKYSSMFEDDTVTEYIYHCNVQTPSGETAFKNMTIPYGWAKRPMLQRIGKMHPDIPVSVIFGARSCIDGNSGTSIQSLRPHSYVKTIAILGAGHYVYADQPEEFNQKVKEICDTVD
Cardio protect: modulators protecting cardiomyocytes from myocardial damage. AID 588492. protection from H2O2 cell death, % at 20 µM. 0.63% of 360,000 active. H9c2 cardiomyocytes, H2O2 injury protection, ATPLite, 2 h;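 active = compounds giving at least 50% protection of heart cells from peroxide-induced death in the single-dose screen, raw or plate-pattern-corrected value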;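 also: 0% = DMSO wells with peroxide and 100% = DMSO wells without peroxide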
NOD2 RIPK2 PPI: NOD2-RIPK2 protein interaction inhibition; 0.38% of 360,000 active; AID 624267; CHO BLA complementation NOD2-RIPK2, CCF4 ratio; inhibition, % at 4.98 µM; O43353; in the data active = inhibition above about 21%;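 also: 0% = vehicle only and 100% = reference blocker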
TLR9-MyD88 block: TLR9-MyD88 interaction inhibition | inhibition, % at 4.98 µM | AID 504734 | CHO BLA complementation TLR9-MyD88, CCF4 FRET ratio | 0.21% of 340,000 active | Q9NR96+Q99836;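 active = inhibition above the mean over all tested compounds plus 3 SD, cut at about 21% in these data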;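 also: 0% = DMSO only wells and 100% = clavulanate BLA inhibitor control wells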
Starred values were filed as active, the others as inactive; x = not tested or not shown.

SMILES	HTR2A ag	SRC2 inh	Glyco luc inh	MC4R ag barr	MC4R antag cAMP	ABCB6 inh 2	ABHD5 PLIN5 PPI	Cardio protect	NOD2 RIPK2 PPI	TLR9-MyD88 block
CCOc1ccc(C2C3=C(CCCC3=O)OC(N)=C2[N+](=O)[O-])cc1 (centres undefined)	-1.7	5.2	1.1	-0.6	-4.4	105.0	4.4	8.4	1.6	-0.1
N#CC1=C(N)OC2=C(C(=O)CC(c3ccco3)C2)C1c1ccc(OCc2c(F)cccc2Cl)cc1 (centres undefined)	-1.8	18.1	1.3	-1.2	19.8	96.0	20.9	-10.6	0.2	-8.0
Cc1cc(NC(=O)CCN2C(=O)/C(=C/c3ccccc3Cl)SC2=S)no1	0.7	-12.2	1.4	15.9*	4.3	97.0	-0.7	-5.2	33.9*	0.3
C/C(CC(=O)Nc1ccc(OCc2ccccc2)cc1)=N\NC(=O)C(=O)Nc1ccccc1C	-3.3	-20.9	-0.8	-2.6	3.7	93.0	-7.3	-5.3	3.4	3.4
Cc1ccccc1-c1cc2nc(NCc3ccccc3)n(C)c(=O)c2s1	-2.1	0.6	-0.5	0.7	7.8	99.0	-1.3	-8.9	5.1	x
Cc1cccc(C2CC(c3ccc(Cl)cc3)Nc3nc(N)nn32)c1 (centres undefined)	0.8	-45.3	1.6	4.9	3.8	105.0	8.4	-9.1	-0.3	0.4
CN(C)CC(C)(C)NS(=O)(=O)c1ccc(Cl)cc1	4.3	-22.0	0.1	4.1	-4.2	101.0	18.2	5.0	5.8	7.3
O=C(NC1CCCCCC1)C1CCN(c2nc3ccccc3o2)CC1	-1.4	0.2	0.0	-0.5	3.6	102.0	1.3	-14.5	-10.7	9.4
CCCC(=O)NCCCc1nc2ccccc2n1C(C)C	1.4	-16.8	2.6	-0.3	4.2	104.0	0.8	1.7	-10.7	10.3
CCCn1c(C(O)c2ccc(OC)c(OC)c2)nc2ccccc21 (centres undefined)	1.1	16.7	-1.1	-0.7	22.7	96.0	-8.0	-12.6	-1.7	-3.8
COC(=O)C1CC(=O)c2sccc2C1 (centres undefined)	0.4	-1.1	0.3	0.7	1.2	95.0	-0.9	6.7	-15.5	2.6
CCCn1c(C)cc(/C=C(\C#N)C(=O)OCC(=O)Nc2cccc(S(N)(=O)=O)c2)c1C	-2.0	-17.2	0.6	-4.3	-7.4	101.0	-3.9	-11.2	-9.4	-3.3
Cc1nn(C)cc1S(=O)(=O)Nc1ccc(C(F)(F)F)cc1	2.1	23.8	-1.6	-1.9	-2.8	100.0	1.3	-3.8	3.3	1.4
CCN(CC)c1ccc(NC(=O)COC(=O)CCC(=O)c2cccs2)cc1	2.7	9.7	0.1	-0.7	-10.2	94.0	11.2	1.6	-2.6	-13.2
Fc1ccc(C2Nc3cccc4cccc(c34)N2)cc1	-3.9	-25.9	2.1	-0.2	13.2	103.0	-10.8	-7.9	-3.7	-9.8
O=S1(=O)N[C@@H](Cc2ccccc2)COc2cc(Br)ccc21	-1.9	-5.7	-0.1	0.8	8.7	99.0	-3.6	-14.4	6.5	-6.4
COc1cc2c(c(O)c1OC)C1Cc3ccc(OC)c(OC)c3CN1CC2 (centres undefined)	-4.6	7.0	-0.4	-0.7	-4.3	100.0	-1.7	4.3	-12.7	x
COc1ccc(/C=C/C(=O)NCCOc2ccccc2OC)cc1	-0.6	0.5	-1.4	-0.1	11.4	100.0	0.3	6.0	-3.6	-4.6
Cc1cccc(C)c1NC(=O)NC1(C(=O)N2CCOCC2)CCCCC1	-1.3	-5.5	1.1	-2.2	3.6	108.0	-0.7	-2.1	-1.1	-4.4
CC1(c2cccc(Br)c2)NC(=O)N(CC(=O)Nc2ccc3c(c2)OCO3)C1=O (centres undefined)	-1.2	-1.0	-0.8	-1.7	1.0	96.0	-0.3	-0.5	3.5	3.3
O=C(NC1CCCCC1)C(c1ccc(C(F)(F)F)cc1)n1c(=O)c(-c2ccccc2)nc2ccccc21 (centres undefined)	-4.5	-7.8	x	x	x	x	-1.3	x	-2.0	x
O=C(O)c1ccc(N2C(=O)C3C4c5ccccc5C(Br)(c5ccccc54)C3C2=O)cc1 (centres undefined)	3.0	-54.1	1.6	0.7	22.8	99.0	5.5	-2.3	-7.9	-9.3
CC(NC(=O)c1ccccc1)c1nnc(SCC(=O)Nc2nnc(C3CC3)s2)n1C (centres undefined)	0.5	-15.2	-2.7	-1.7	-7.2	100.0	4.9	4.6	-2.5	-8.2
C=CCn1cc(C(=O)NCc2ccc3c(c2)OCO3)c(=O)c2cc(S(=O)(=O)N(CC)CC)ccc21	0.5	-0.1	-3.4	-2.0	11.7	99.0	10.0	3.0	4.4	-1.6
COc1ccc(CC(=O)Nc2ccccc2N2CCOCC2)cc1OC	2.3	8.1	0.7	4.7	-0.9	94.0	12.1	-5.5	-12.1	-1.5
CC(C)c1csc(CN2CCC(N3CCC(C(=O)N4CCOCC4)CC3)CC2)n1	4.3	-24.9	1.8	-1.2	-3.1	97.0	3.0	2.6	-1.4	-2.6
CC(=O)N1CCN(Cc2nc3ccc(Cl)cc3n2CCO)CC1	0.5	-19.9	3.2	-0.8	4.5	98.0	-1.2	1.5	-8.1	9.4
COc1ccc(OCC(=O)N2CCOCC2)cc1	-2.5	-28.8	3.6	0.9	-1.0	98.0	0.3	0.1	-9.0	2.9
COc1ccccc1NC(=O)COc1ccccc1C(=O)c1cnn(-c2ccccc2)c1	-1.5	-23.9	-4.3	-0.2	8.4	94.0	6.2	19.3	7.2	2.3
CCCN1Cc2cccc(C(=O)Nc3ccc4c(c3)OCCO4)c2C1=O	-0.6	7.1	0.1	-1.0	-2.9	105.0	-2.6	7.3	4.0	-1.8
OCCC1CN(CC2CC2)CCN1Cc1ccc(F)c(F)c1 (centres undefined)	-4.3	-1.6	2.4	-1.6	4.9	96.0	4.4	0.7	-9.3	3.2
Cc1ccccc1/C(=N\S(=O)(=O)c1ccc(Br)cc1)Nc1ccccc1	-1.3	18.2	0.1	0.2	7.0	96.0	0.5	-0.7	12.2	3.3
COc1ccc(C(=O)/C=C/Nc2ccc(S(=O)(=O)Nc3nc(C)cc(C)n3)cc2)c(OC)c1	-1.3	-12.9	1.2	-2.8	3.9	102.0	-3.2	-3.5	-2.0	-0.9
Cn1c(N)c(C(=O)COC(=O)C2CCN(S(=O)(=O)c3cccs3)CC2)c(=O)n(C)c1=O	0.8	-4.2	3.2	1.8	13.4	94.0	3.4	-10.0	-11.3	3.2
Cn1c(SCCCC(=O)c2ccc(Br)cc2)nnc1-c1ccncc1	1.6	-3.6	5.3	0.0	10.7	98.0	3.6	-7.3	-0.6	-4.2
CCCCNC(=O)Nc1cc(C)on1	-1.1	-26.0	1.9	-1.9	-4.1	93.0	1.6	-0.6	-2.9	3.0

Entries above with a CF3 group (two):
SMILES	HTR2A ag	SRC2 inh	Glyco luc inh	MC4R ag barr	MC4R antag cAMP	ABCB6 inh 2	ABHD5 PLIN5 PPI	Cardio protect	NOD2 RIPK2 PPI	TLR9-MyD88 block
Cc1nn(C)cc1S(=O)(=O)Nc1ccc(C(F)(F)F)cc1	2.1	23.8	-1.6	-1.9	-2.8	100.0	1.3	-3.8	3.3	1.4
O=C(NC1CCCCC1)C(c1ccc(C(F)(F)F)cc1)n1c(=O)c(-c2ccccc2)nc2ccccc21 (centres undefined)	-4.5	-7.8	x	x	x	x	-1.3	x	-2.0	x

Additional entries follow:
SMILES	HTR2A ag	SRC2 inh	Glyco luc inh	MC4R ag barr	MC4R antag cAMP	ABCB6 inh 2	ABHD5 PLIN5 PPI	Cardio protect	NOD2 RIPK2 PPI	TLR9-MyD88 block
O=C(NC1CCCCC1)C(c1ccc(F)cc1)N(Cc1ccco1)C(=O)c1ccccn1 (centres undefined)	3.8	-3.8	2.8	2.7	8.0	97.0	15.6	-1.9	-8.8	-1.0
CC1CCN(S(=O)(=O)c2ccc(NC(=O)[C@@H]3CCCN3C(=O)c3cccs3)cc2)CC1	-11.2	14.5	0.8	-0.2	-5.5	99.0	-23.2	-4.8	-4.6	3.3
Cc1c(Cl)cccc1NC(=O)CC(NCCN1CCOCC1)C(=O)O (centres undefined)	2.2	24.8	-0.4	-1.9	-1.6	95.0	2.3	3.9	-1.7	5.1
Nn1c(SCC(=O)N2CCOCC2)nnc1-c1ccccc1Cl	4.4	-7.3	1.0	0.6	-0.4	101.0	0.7	5.4	1.0	0.4
CCn1c(=O)n(CC)c2cc(S(=O)(=O)Nc3cc(C)cc(C)c3C#N)ccc21	-0.6	9.4	5.4	-2.1	3.7	98.0	3.4	4.1	-5.1	7.6
CC(=NO)C1CCC2C3CCC4=CC(=NO)CCC4(C)C3C(=O)CC12C (centres undefined)	-4.8	-19.3	-5.4	-0.5	11.6	97.0	5.0	2.1	2.7	-13.5
CN(CCOc1ccccc1)C(=O)c1ccc2c(c1)OCO2	9.2	-27.1	2.0	-0.4	-4.5	99.0	4.1	-5.5	2.6	7.2
CCN(CC(=O)NCC1CCCO1)S(=O)(=O)c1ccc2ccccc2c1 (centres undefined)	3.4	25.1	2.6	0.1	1.2	95.0	-9.6	-3.1	-2.1	-2.5
COc1cc(CCCN2C(=S)NC[C@H]2Cc2ccc(O)cc2)cc(OC)c1OC	4.8	-3.8	-0.5	-1.2	4.5	97.0	4.0	-6.0	-5.0	-2.5
Cc1cc2nc(-c3ccc[nH]c3=O)n(Cc3ccc(F)cc3)c2cc1C	0.6	10.5	0.2	0.3	9.7	99.0	2.0	7.4	-16.0	-14.5
Cc1ccc(OCC(=O)Oc2ccccc2[N+](=O)[O-])cc1	5.3	0.7	0.7	2.9	10.5	100.0	-4.3	5.0	-2.0	7.9
CC(C)NS(=O)(=O)c1ccc(OCC(=O)Nc2ccc(F)cc2F)cc1	-5.2	x	-0.2	-1.3	4.2	105.0	-5.8	3.5	-6.3	-2.8
Cc1cc(C(=O)Nc2nc(-c3ccccn3)cs2)ccc1[N+](=O)[O-]	-4.0	10.2	-0.8	-2.4	17.9	98.0	-2.3	46.7	-4.3	1.5
O=Cc1cc(CCC(=O)O)ccc1O	0.2	1.6	0.9	-2.3	0.5	100.0	5.9	-2.2	7.4	6.1
COc1ccc(/C=N/NC(=O)c2ccn[nH]2)cc1Cn1nc(C)c([N+](=O)[O-])c1C	5.0	-47.2	-3.5	-2.1	-1.1	93.0	5.0	10.8	-6.3	x
CC(=O)N/C(=C\c1ccccc1)C(=O)OCC(=O)NC1CCCC1	6.8	4.8	-1.6	1.5	17.5	103.0	4.4	5.2	-5.1	4.4
COc1cccc(C(=O)Nc2cccc(OCC(=O)c3ccccc3)c2)c1	-1.1	-12.6	-3.2	-0.1	0.2	101.0	0.4	29.4	-7.6	2.6
COc1cc(C(=O)OCCCc2cc3ccccc3c(=O)o2)cc(OC)c1OC	0.6	-15.7	0.3	0.8	-5.4	98.0	2.0	8.1	4.7	-81.5
CCOC(=O)c1ccc(N2C(=O)C(CC(N)=O)N(NC(=O)c3cccc(F)c3)C2=S)cc1 (centres undefined)	-4.6	6.0	-2.8	-1.6	4.2	91.0	3.5	1.2	-11.2	-9.8

A portion of the library (hit frequency here may not be typical).
